Assay outcomes as filed in PubChem BioAssay.
aSyn rescue = alpha-synuclein toxicity inhibition in yeast. Yeast expressing alpha-synuclein, growth rescue, BacTiter-Glo, 24 h. Potency, µM (doses to about 46.1 µM), for the others: top-dose growth rescue (activation), most hits filed as activators. hit rate 0.14% among 370,000; further: potency means the concentration at half of the fitted maximal effect; % of control where 0% means no effect; nearly all actives have a fitted effect of over 65% in size
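Galactose-induced alpha-syn yeast (OD600=0.02, raffinose-pregrown) + pinned cpd, 24 hr, 30 deg C; growth by BacTiter-Glo luminescence. Growth restoration scores as activation.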
GLP1R inv ag = inverse agonists of human GLP-1 receptor; Potency, µM (top dose mostly 38.3 µM), without a hit: top-dose activity change, negative = inhibition, usual class: inhibitors; AID 624417; hit rate 1.6% among 410,000; HEK293 GLP-1R CRE-luciferase, luminescence, 24 h; GLP-1R form is constitutively active; further: potency means the concentration at half of the fitted maximal effect; on the % scale 0 is the no-effect control and ±100 the full control effect; nearly all actives have a fitted effect of over 55% in size
Target sequence (P43220 whole entry, looked up): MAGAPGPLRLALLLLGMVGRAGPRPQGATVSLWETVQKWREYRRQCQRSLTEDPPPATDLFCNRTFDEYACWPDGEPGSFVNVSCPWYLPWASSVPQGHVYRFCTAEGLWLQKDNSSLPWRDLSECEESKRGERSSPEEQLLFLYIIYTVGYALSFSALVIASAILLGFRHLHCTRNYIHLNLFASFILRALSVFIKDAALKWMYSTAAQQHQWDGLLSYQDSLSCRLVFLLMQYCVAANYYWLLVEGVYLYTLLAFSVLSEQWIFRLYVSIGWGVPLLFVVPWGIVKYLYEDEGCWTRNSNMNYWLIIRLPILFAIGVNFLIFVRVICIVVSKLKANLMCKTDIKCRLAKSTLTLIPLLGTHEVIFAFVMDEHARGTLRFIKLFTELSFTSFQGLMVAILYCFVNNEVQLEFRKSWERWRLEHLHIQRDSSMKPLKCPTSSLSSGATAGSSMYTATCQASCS
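Inverse agonists were sought by their lowering of basal cAMP reporter luciferase output in HEK293 cells stably carrying constitutively active human GLP-1R, after 24 h compound treatment.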
TDP43 rescue = TDP-43 toxicity inhibition in yeast. TDP-43 expressing yeast growth rescue, BacTiter-Glo, 24 h. Potency, µM (highest dose often 46.1 µM), without a hit: at the top dose growth rescue (activation), most hits filed as activators. hit rate 1.8% among 410,000. AID 652104; further: potency means the concentration at half of the fitted maximal effect; % of control where 0% means no effect; nearly all actives have a fitted effect of over 50% in size
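Readout is BacTiter-Glo luminescence of cell growth, so inhibitors register as activators. TDP-43-expressing yeast at OD600=0.02 in galactose medium, after raffinose pregrowth to mid-log, were incubated with compound for 24 hr at 30 deg C.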
KB-V1 cytotox = KB-V1 MDR subline cytotoxicity; KB-V1 MDR cells viability, CellTiter-Glo, 72 h; hit rate 3.4% among 400,000; Potency, µM (doses to about 46.1 µM), without a hit: at the top dose activity change, negative = cytotoxicity, hits mostly cytotoxic; AID 1347076; further: potency means the concentration at half of the fitted maximal effect; on the % scale 0 is the no-effect control and ±100 the full control effect; nearly all actives have a fitted effect of over 60% in size
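Cytotoxicity toward P-gp-expressing KB-V1 cells was determined as loss of CellTiter-Glo luminescence after 72 h at 37 degrees C. Compounds were tested in quantitative HTS format across a concentration range, with curves fitted to normalized data.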
PTHR1 ag = PTHR1 (human) receptor agonism; Q03431; HEK293 GP2 PTHR1 cells, GloSensor cAMP luminescence, 1 h; Potency, µM (top dose mostly 115 µM), inactives show at the highest dose activation, actives largely listed as activators; hit rate 0.075% among 410,000; AID 743266; further: potency means the concentration at half of the fitted maximal effect; nearly all actives have a fitted effect of over 55% in size; some results filed as inactive show a strong effect at the top dose; inactives centre near -15; many of its hits are not listed in these tables
Target sequence (Q03431 whole entry, looked up): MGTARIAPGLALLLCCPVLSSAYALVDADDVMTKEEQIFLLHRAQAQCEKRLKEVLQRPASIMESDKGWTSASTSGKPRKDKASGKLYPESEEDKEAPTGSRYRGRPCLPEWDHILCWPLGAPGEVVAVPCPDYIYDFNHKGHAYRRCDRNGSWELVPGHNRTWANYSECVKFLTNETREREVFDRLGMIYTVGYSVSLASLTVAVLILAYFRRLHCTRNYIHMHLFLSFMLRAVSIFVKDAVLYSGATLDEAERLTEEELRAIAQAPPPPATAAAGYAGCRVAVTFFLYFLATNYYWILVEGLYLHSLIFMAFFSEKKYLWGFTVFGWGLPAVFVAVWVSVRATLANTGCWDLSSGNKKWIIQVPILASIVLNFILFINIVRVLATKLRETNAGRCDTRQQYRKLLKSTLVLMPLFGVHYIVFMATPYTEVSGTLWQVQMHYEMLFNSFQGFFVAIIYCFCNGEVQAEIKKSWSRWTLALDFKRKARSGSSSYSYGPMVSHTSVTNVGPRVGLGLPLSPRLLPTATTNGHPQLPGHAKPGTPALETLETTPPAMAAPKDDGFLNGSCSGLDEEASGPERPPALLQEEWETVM
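HEK-293-derived GP2 cells expressing PTHR1 and a GloSensor cAMP reporter, 3,000/well, plated overnight, given luciferin plus IBMX (each 0.5 mM as added) for 1 h at 37 °C, then compound for 1 h at 37 °C. Luminescence was read after 15 min at room temperature.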
DRD3 antagonist = D3 dopamine receptor (human) antagonism | P35462 | D3R cells, DiscoveRx beta-arrestin luminescence, antagonist mode; stronger effect = lower value | max response, negative = inhibition, % | hit rate 2.5% among 360,000; in the data active means max response below about -50%; inconclusive means no clear call, values can overlap the other calls; further: on the % scale 0 is the no-effect control and ±100 the full control effect; mostly tested at two doses, the higher about 12 µM
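Cells plated overnight at 1500 cells/well, then exposed to library compounds with dopamine controls for 90 minutes at 37 degrees C. DiscoveRx reagent added for 30–60 minutes at room temperature; luminescence read, quantitative HTS format.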
DRD3 agonist = activates the human D3 dopamine receptor. P35462. D3R DiscoveRx beta-arrestin cells, luminescence, 90 min. hit rate 0.58% among 410,000. AID 652048. max activation, %; in the data active means max activation above about 30%; further: 0% is about no effect; mostly tested at two doses, the higher about 12 µM
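Agonist mode: compounds and dopamine controls were applied to plated cells for 90 min at 37 degrees C after an overnight attachment at 1500 cells/well. Luminescent read-out followed 30 - 60 minutes at room temperature with DiscoveRx detection reagent.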
GLP1R cytotox = cytotoxic in the GLP-1 receptor inverse agonist counter-screen; HEK293 cAMP-luciferase reporter cells, luminescence, 24 h; Potency, µM (highest dose often 38.3 µM), for inactives: at the highest dose activity change, negative = inhibition, hits mostly inhibitors; hit rate 0.13% among 410,000; AID 624418;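 further: loss of luciferase light is scored as toxicity; potency means the concentration at half of the fitted maximal effect; on the % scale 0 is the no-effect control and ±100 the full control effect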
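Luminescence readout: signal drop marks cytotoxicity. Plated cells grew 12 h at 37 °C, 5% CO2, received 23 nL compound for 24 h, then got luciferase reagent, read after 12 min at RT.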
GLP-1R agonist = GLP-1 receptor (human) agonism. HEK293 GLP-1R CRE-luciferase, luminescence, 4-6 h; cells express a hypersensitive GLP-1R form. Potency, µM (titrated, usually from 45.6 µM), without a hit: top-dose activation, most hits filed as activators. hit rate 0.007% among 380,000; further: potency means the concentration at half of the fitted maximal effect; % of control where 0% means no effect
* hit, by the source's call; i = inactive; u = inconclusive; x = not tested or not shown; [ ] = another dose, or the depositor's remark. Unless noted, the call rests on the fitted dose curve; in most records, active means well fitted curve in the direction sought with a large enough effect; inconclusive means small, poorly fitted or top-dose-only effect, or another doubt; inactive means no such curve, though single readings can be large; an effect the other way counts as inactive or inconclusive.

Below each compound: aSyn rescue	GLP1R inv ag	TDP43 rescue	KB-V1 cytotox	PTHR1 ag	DRD3 antagonist	DRD3 agonist	GLP1R cytotox	GLP-1R agonist
- CCc1ccc(CN2CCN(C(=O)c3ccco3)CC2)cc1
  -7.1%	u	-8.3%	-7.3%	i	-15.7	68.6*	2.9%	-6.9%
- CC(=O)N1CCc2cc(CNS(=O)(=O)c3ccc(F)cc3)ccc21
  x	4.7%	12.3%	x	i	x	-7.0	-5.5%	x
- O=C1C(Cc2cccc([N+](=O)[O-])c2)S/C(=N/N=C/c2ccco2)N1c1ccccc1 (stereo unspecified)
  -1.5%	20.5%	7.5%	-15.5%	i	-20.7	1.5	-11.5%	-1.1%
- CCCC1(c2ccccc2)NC(=O)N(CCN2C(=O)c3ccccc3C2=O)C1=O (stereo unspecified)
  17.2%	-3.0%	1.5%	7.5%	i	16.7	5.9	-8.9%	1.2%
- CCOC(=O)N1CCN(c2nc(C)c3c(n2)CCCC3=O)CC1
  3.7%	50.1%[activator]	0.0%	7.5%	i	39.6	1.3	7.3%	8.3%
- Cc1cc(C)c(S(=O)(=O)Nc2ccnc(-c3cccnc3)n2)c(C)c1
  -0.4%	9.7%	-14.1%	-7.3%	-3.8%	11.9	9.5	-1.8%	12.7%
- O=S(=O)(c1ccccc1)[C@@]1(c2ccccc2)C[C@@H]2ON=C(c3cccc(Br)c3)[C@@H]2C1
  -3.3%	-1.1%	u	-3.6%	-16.2%	-23.9	-3.0	1.6%	9.5%
- O=S(=O)(NCc1csc(-c2cccs2)n1)c1cccc(C(F)(F)F)c1
  1.3%	u	17.8µM*	0.0%	i	12.1	0.2	-6.0%	-1.0%
- NC(=O)N/N=C/c1c(F)cccc1F
  -1.3%	29.3%	-3.9%	-6.2%	-24.4%	-14.0	-4.6	17.1%	0.9%
- O=C(Nc1ccccc1)N(Cc1ccc2c(c1)OCO2)Cc1nc2ccccc2c(=O)[nH]1
  8.5%	21.8%	2.7%	25.0%	-18.9%[57.5 µM]	12.2	-1.4	-19.8%	0.4%
- O=S(=O)(c1ccc(Br)cc1)c1nnn2c1nc(NCc1ccc3c(c1)OCO3)c1sccc12
  x	9.4%	3.2%	14.0%	i	x	6.6	4.7%	x
- O=C(Nc1ccc(S(=O)(=O)Nc2ncccn2)cc1)c1ccc(Br)s1
  -1.7%	-16.0%	-17.6%	14.4%	-2.0%[57.5 µM]	-19.5	1.3	-0.2%	5.1%
- CCOc1ccc(-n2ccnc2)nn1
  u	-12.1%	9.0%	-8.6%	i	1.2	-3.9	-1.2%	-0.5%
- Fc1ccc2nc3n(c2c1F)CCCCCC3
  19.9%	u	24.7%	-25.1%	-6.4%[57.5 µM]	7.1	2.3	-9.5%	-2.3%
- NS(=O)(=O)c1ccc(CCNC(=O)c2ccc3c(c2)OCO3)cc1
  1.5%	3.7%	-2.4%	u	-29.4%	4.6	5.0	-1.5%	4.5%
- O=C1/C(=C/c2cccnc2)Sc2ccccc21
  0.6%	1.1%	-4.2%	18.5%	-14.4%[57.5 µM]	10.7	1.9	1.6%	16.6%
- COc1ccc(CC2(CO)CCN(Cc3ccncc3)CC2)cc1
  -0.6%	-30.7%	16.3%	-21.3%	i	8.4	0.0	-15.0%	3.7%
- O=C(OCc1nc2ccccc2s1)c1cnccn1
  2.8%	1.8%	-3.1%	13.7%	-4.3%[57.5 µM]	-10.1	4.0	-1.2%	-4.5%
- Cc1ccc(C)c(N2CCN(C(=O)CCc3nc(-c4ccccc4C)no3)CC2)c1
  1.6%	u	31.7%	-12.7%	-34.4%[inhibitor]	0.0	23.7	-5.9%	1.0%
- COc1ccc(CCNC(=O)C2CCN(C(=O)c3ccc(Cl)cc3)CC2)cc1OC
  0.9%	7.3%	7.8%	-2.2%	-4.9%	2.8	4.8	-0.2%	4.7%
- COc1ccc(C2=NN(c3ccccc3)C(c3ccc(OC)c(OC)c3)C2)cc1 (stereo unspecified)
  -0.8%	-7.0%	-18.8%	7.4%	-57.8%[inhibitor]	-4.0	-3.8	17.2%	1.2%
- CCOC(=O)C1=C(c2ccccc2)O/C(=C(\C(=O)OC)C(F)(F)F)S1
  7.6%	-11.2%	7.0%	-7.8%	i	6.1	1.3	1.3%	-8.1%
- COc1cc(NS(=O)(=O)c2ccc(NC(=O)c3ccc(S(=O)(=O)N4CCCCC4)cc3)cc2)ncn1
  4.7%	11.4%	-9.1%	20.1%	i	4.6	5.2	2.6%	8.9%
- Cc1oc(-c2cc(F)ccc2F)nc1CN1CCN(c2ncnc3ccccc23)CC1
  0.8%	u	-20.8%	u	-35.8%[inhibitor]	u	0.6	-6.1%	-3.8%
- O=S1(=O)NC(C2CC2c2ccccc2)CCO1 (stereo unspecified)
  1.5%	0.8%	28.1%	24.7%	i	17.0	2.4	5.3%	8.0%
- CC(C)(C)OC(=O)CC[C@@H](C(=O)NCCCCCCCCCCC(=O)N1CCN(C(=O)OC(C)(C)C)CC1)n1cc(CCCCCNC(=O)OC(C)(C)C)nn1
  -2.7%	u	2.6%	-18.5%	-2.6%	5.0	-17.9	9.3%	9.9%
- O=C(O)c1ccc(S(=O)(=O)c2ccc3c(c2)C(=O)N(CC2CCCO2)C3=O)cc1 (stereo unspecified)
  3.2%	5.6%	17.3%	22.6%	6.1%[57.5 µM]	2.4	3.9	-2.0%	-13.2%
- Cc1c(O)ccc(/C(Cc2ccc3ccccc3n2)=N\O)c1O
  -10.2%	6.4%	0.0%	u	-1.6%[57.5 µM]	5.1	-1.6	-17.4%	1.2%
- COCCNC(=O)c1ccc(CSc2nc3ccncc3n2Cc2ccccc2)cc1
  x	7.8%	2.2%	u	i	x	7.9	-0.1%	x
- Cc1cc(C)c(CN2CCN(C(=O)CC[C@H]3O[C@@H](n4ccc(=O)[nH]c4=O)[C@H](O)[C@@H]3O)CC2)c(C)c1
  6.3%	9.3%	-12.1%	u	u	-68.5*	-12.8	1.9%	-4.6%
- CNC(=O)c1ccc(-n2nc(C)cc2-c2ccccc2)cc1
  14.0%	6.3%	22.4%	-18.3%	-6.5%	-14.7	-4.4	-0.9%	29.9%
- Cc1ccc(S(=O)(=O)N(C)S(=O)(=O)c2ccc(C)cc2)cc1
  2.6%	u	20.6%	-19.6%	21.6%	u	-10.7	8.8%	6.4%
- CCNC(=S)N1CCN(CCN=CC2=C(O)CC(C)(C)CC2=O)CC1
  7.4%	13.9%	u	-1.8%	-7.1%	0.1	6.3	-0.6%	-6.0%
- COc1ccccc1N1CCN(CC(=O)Nc2c(C)n[nH]c2C)CC1
  -4.6%	5.7%	-8.8%	u	28.1%	-20.9	-10.5	5.0%	-0.3%
- O=C(COc1ccccc1Br)NCCC1=CCCCC1
  8.5%	u	u	16.8%	-52.9%[inhibitor]	22.8	0.1	-4.9%	18.3%
- COc1ccc(CN(C)C(=O)CNC(=O)c2ccc3ccccc3c2)c(OC)c1
  0.0%	-23.2%	22.3%	-22.6%	-17.5%	-5.2	4.0	3.9%	6.8%
- CC(=O)N1CCN=C1SCc1ccc(C)cc1
  2.2%	7.2%	11.5%	0.0%	i	9.7	2.2	2.8%	-2.2%
- CC(=O)c1c(C)[nH]c(C(=O)NNC(=O)COc2ccc(Cl)cc2C)c1C
  9.0%	u	0.0%	-2.8%	-19.9%	12.7	19.9	-11.9%	-1.2%
- Cn1c(=O)c2c(c3ccccc31)OC(=O)CC2c1cccc(Cl)c1 (stereo unspecified)
  x	-1.5%	-27.7%	x	5.7%	x	0.0	0.4%	x
- CN=CC1=C(O)c2ccccc2C1=O
  0.7%	0.0%	-0.3%	5.1%	i	10.5	-0.1	-3.0%	-7.1%
- O=C(O)CSc1cc(NS(=O)(=O)c2ccc(Cl)cc2)c2ccccc2c1O
  u	2.9%	5.5%	u	-20.2%	0.0	-11.6	-26.3%	0.6%
- Cc1ccc(OCC(=O)Nc2ccc(N3CCN(C(=O)c4ccco4)CC3)cc2)cc1C
  0.8%	-8.1%[7.66 µM]	28.8%	u	-51.1%[inhibitor]	6.0	11.2	-3.0%[7.66 µM]	0.1%
- COc1ccc2nc(NC(=O)CCc3cc(OC)c(OC)c(OC)c3)sc2c1
  -4.5%	u	18.0%	20.6µM*	-8.1%	8.5	0.0	6.6%	6.0%
- CC1CC(C)CN(C(=O)c2ccncc2)C1 (stereo unspecified)
  -2.6%	-2.9%	9.8%	26.8%	-27.5%[57.5 µM]	9.8	0.8	-12.7%	-9.8%
- COC(=O)[C@]12CCCCC=C1N(Cc1ccccc1)C(=O)[C@H](CC(=O)NCCCCc1ccccc1)C2
  14.7%	u	20.6%	u	-4.9%	8.0	0.4	0.6%	-2.0%
- CCCn1c(Nc2ccc(Cl)cc2)nc2ccccc21
  -0.1%	0.0%	6.8%	u	-14.0%[57.5 µM]	0.0	0.3	3.5%	7.6%
- O=C(O)c1ccccc1NC(=O)N1CCOCC1
  -6.0%	29.2%	0.0%	17.0%	i	-17.1	-8.4	1.5%	4.8%
- O=C(O)CC(=O)Nc1ccccc1C(=O)O
  -0.4%	19.4%	-2.6%	-2.1%	i	6.3	5.8	8.6%	-12.1%
- CCOC(=O)C1CCN(C(=O)c2ccccc2N(C)S(=O)(=O)c2ccccc2)CC1
  2.6%	2.0%	13.1%	4.8%	i	-4.7	-0.7	18.5%	3.6%
- O=C(Nc1ccc(NS(=O)(=O)c2ccccc2)cc1)c1ccccc1
  0.7%	1.2%	-20.4%	22.5%	-43.3%[inhibitor]	20.5	-0.3	-7.2%	2.6%

These rows are one share of the data (hit frequency here may not be typical).
